CYP2C9 inh: human CYP2C9 inhibition; P11712; CYP2C9 Supersomes, luciferin-H conversion, luminescence; inhibition, % at 5 µM; 96,000 tested, 20% active; AID 777;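 active = blocking of liver enzyme CYP2C9 beyond about 50% at 5 µM, limit read from the data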; note: values of inactives mirror those of a sister screen read the other way
CYP2C19 inh: blocks human cytochrome P450 2C19. P33261. CYP2C19 Supersomes, luciferin-H EGE luminescence, 30 min. inhibition, % at 5 µM. 96,000 tested, 21% active. AID 778;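 active = CYP2C19 inhibition above a set limit at 5 µM in the primary screen, cut at about 50% in these data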;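 note: plate controls were negative control wells for no effect and 2.5 mM tranylcypromine positive control for full effect; values of inactives mirror those of a sister screen read the other way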
PLK1 PBD inh: inhibitors of human Plk1 polo box domain binding. P53350. Plk1 PBD phosphopeptide binding, fluorescence polarization. inhibition, %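 (tested at about 20 µM)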. 97,000 tested, 0.13% active. AID 693; in the data active = inhibition above about 34%, passing the limit was not always enough
Target sequence (P53350 whole entry, looked up, the tested form may be a part): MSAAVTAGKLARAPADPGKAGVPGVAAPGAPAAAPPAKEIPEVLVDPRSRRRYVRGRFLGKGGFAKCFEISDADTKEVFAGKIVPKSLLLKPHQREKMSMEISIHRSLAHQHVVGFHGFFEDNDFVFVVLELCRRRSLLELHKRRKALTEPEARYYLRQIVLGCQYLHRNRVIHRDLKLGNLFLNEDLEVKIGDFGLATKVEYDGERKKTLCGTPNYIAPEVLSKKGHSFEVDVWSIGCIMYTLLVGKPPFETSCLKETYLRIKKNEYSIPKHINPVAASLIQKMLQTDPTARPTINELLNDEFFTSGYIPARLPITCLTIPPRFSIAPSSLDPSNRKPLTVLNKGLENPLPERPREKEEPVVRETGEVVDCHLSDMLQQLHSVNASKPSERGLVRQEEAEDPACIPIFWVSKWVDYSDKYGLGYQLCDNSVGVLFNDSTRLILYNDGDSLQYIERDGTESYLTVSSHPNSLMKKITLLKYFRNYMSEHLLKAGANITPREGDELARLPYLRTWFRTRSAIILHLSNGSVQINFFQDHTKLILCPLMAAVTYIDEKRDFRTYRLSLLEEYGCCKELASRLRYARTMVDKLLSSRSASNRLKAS
HIV Rev-RRE inh: disrupts HIV-1 Rev binding to RRE RNA; inhibition, % at 8 µM; 97,000 tested, 0.79% active; AID 704; P05866; Rev peptide-RRE RNA binding, FRET;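 active = inhibition above the screen-wide mean plus 3 SD, cut at about 35% in these data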;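 note: 0% = median DMSO wells and 100% = median Neomycin B control wells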
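Probe or stimulus: fluorescein-Rev peptide as binding partner; assay system: Cy5-tagged RRE RNA duplex with fluorescein-tagged Rev peptide; timing: 5 min compound–RNA preincubation, then 15 min with peptide, 25 °C; medium: HEPES pH 7.5 buffer with KCl, MgCl2, NaCl and EDTA; signal: fluorescein-to-Cy5 FRET, 480 nm excitation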
CYP2C19 activ: increases human CYP2C19 enzyme activity; recombinant CYP2C19, luciferin-H EGE luminescence; stronger effect = higher value; 0 = fully inhibited enzyme, 1 = untreated enzyme; activation factor at 5 µM; P33261; 96,000 tested, under 10 active;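 active = activation factor of at least 2 at 5 µM in the primary screen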;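 note: 0 = wells with 2.5 mM tranylcypromine and 1 = vehicle-only wells; values of inactives mirror those of a sister screen read the other way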
CYP2C9 act: activators of human CYP2C9. activation factor at 5 µM. 96,000 tested, 1.4% active. P11712. recombinant CYP2C9, luciferin-H conversion, luminescence; stronger effect = higher value; factor 1 = untreated enzyme, 0 = blocked;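 active = activation factor of 2 or more for CYP2C9 at a 5 µM dose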;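 note: 0 = sulfaphenazole-blocked wells and 1 = vehicle-only wells; values of inactives mirror those of a sister screen read the other way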
EphB4 ephrin blk: EphB4-ephrin-B2 interaction antagonism; P54760; EphB4 LBD / TNYL-RAW-Alexa532 peptide, fluorescence polarization; inhibition, % at 7 µM; 97,000 tested, 0.15% active; AID 720;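 active = inhibition above the screen-wide mean inhibition plus 3 SD, cut at about 15% in these data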;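 note: 0% = DMSO wells and 100% = excess unlabeled TNYL-RAW peptide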
PLAP activator: human PLAP activation. P05187. purified PLAP enzyme, luminescent substrate read-out; stronger effect = higher value. activation fold at 20 µM. 96,000 tested, 1.2% active. AID 696; in the data active = activation fold above about 2
Target sequence (P05187 whole entry, looked up): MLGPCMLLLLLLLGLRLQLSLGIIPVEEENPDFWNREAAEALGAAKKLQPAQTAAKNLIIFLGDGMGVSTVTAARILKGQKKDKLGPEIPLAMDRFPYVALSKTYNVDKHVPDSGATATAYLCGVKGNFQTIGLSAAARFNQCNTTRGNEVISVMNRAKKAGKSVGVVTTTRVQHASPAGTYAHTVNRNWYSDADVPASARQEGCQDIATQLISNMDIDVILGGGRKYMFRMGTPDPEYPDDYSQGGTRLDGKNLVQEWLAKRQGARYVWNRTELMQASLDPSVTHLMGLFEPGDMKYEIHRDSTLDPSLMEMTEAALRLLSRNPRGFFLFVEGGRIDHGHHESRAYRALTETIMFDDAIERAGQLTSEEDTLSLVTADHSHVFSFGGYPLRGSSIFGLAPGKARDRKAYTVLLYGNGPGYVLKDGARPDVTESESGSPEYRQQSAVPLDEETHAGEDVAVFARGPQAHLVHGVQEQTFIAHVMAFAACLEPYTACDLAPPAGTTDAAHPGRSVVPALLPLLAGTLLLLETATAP
PLK1 inh: blocks human PLK1 kinase activity; recombinant PLK1 kinase, TR-FRET peptide phosphorylation; AID 619; inhibition, % at 10 µM; 97,000 tested, 0.53% active; P53350;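 active = inhibition of 50% or more in the single-concentration screen; inactive = inhibition below 50%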;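 note: 0% = DMSO max control and 100% = H-89 dihydrochloride min control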
The depositor's hits bear a star; · = no result given.

cpd	mol	CYP2C9 inh	CYP2C19 inh	PLK1 PBD inh	HIV Rev-RRE inh	CYP2C19 activ	CYP2C9 act	EphB4 ephrin blk	PLAP activator	PLK1 inh
1	CCn1c(SCC(=O)c2ccc(O)c(O)c2)nnc1-c1ccccc1OC	-28	67*	2	-3	0.3	1.3	-7	0.3	-14
2	O=C(NCCCn1ccnc1)C1CC(c2cccc(Br)c2)=NO1 (stereo unspecified)	85*	100*	-8	6	0	0.2	8	1.3	-7
3	CCCC1(c2ccccc2)NC(=O)N(CC(=O)c2[nH]c(C)c(C(=O)OCC)c2C)C1=O (stereo unspecified)	98*	94*	34	4	0.1	0	-8	1.6	-1
4	O=C(C1=C(O)C(=O)N(Cc2ccco2)C1c1ccccc1)c1cccs1 (stereo unspecified)	44	21	9	1	0.8	0.6	-7	1	-25
5	O=C(Nc1ccc(F)cc1)c1cn(-c2ccccc2)nc1-c1ccncc1	·	·	-17	5	·	·	2	·	-12
6	CCc1cccc(NC(=O)CCSCCC(=O)Nc2cccc(CC)c2)c1	62*	23	6	11	0.8	0.4	-3	1.1	-40
7	CN=C(Nc1cc(C)nn1-c1ccccc1)c1ccccc1	30	81*	19	8	0.2	0.7	10	1	-9
8	CCN1CCCC1CNC(=O)Cn1cccc1C(=O)c1ccccc1 (stereo unspecified)	-7	-9	-9	9	1.1	1.1	1	1.1	-3
9	O=C(Nc1ccccc1Cl)C1CCCN(S(=O)(=O)c2ccc(F)cc2)C1 (stereo unspecified)	32	71*	-10	6	0.3	0.7	4	0.9	-5
10	O=C(NNC(=O)C1CC1)c1ccc(-c2ccccc2)cc1	-44	13	-3	8	0.9	1.4	8	1.8	-12
11	COc1ccc(-c2cc(C(F)(F)F)nc(SCc3cccc(C(=O)O)c3)n2)cc1	14	-3	-11	5	1	0.9	0	1.1	-15
12	COc1ccc(S(=O)(=O)Cc2ccc(C(=O)N3CCN(c4cccc(C)c4)C(C)C3)o2)cc1 (stereo unspecified)	90*	58*	-6	8	0.4	0.1	2	1.4	73*
13	CCOC(=O)CN1CC23C=CC(O2)C(C(=O)NCc2ccccc2OC)C3C1=O (stereo unspecified)	-16	-13	·	·	1.1	1.2	·	0.9	·
14	CC(C)(C)CC(=O)NC(=S)NCCc1ccccc1	30	31	14	-4	0.7	0.7	2	0.9	-16
15	CCOC(=O)CC(=O)CSc1nc(N)c(C#N)c(-c2ccc(F)cc2)c1C#N	53*	62*	31	23	0.4	0.5	-1	1.2	-4
16	COc1cc(/C=N/n2cnnc2)ccc1OCc1ccccc1	68*	70*	-9	2	0.3	0.3	-3	1	-4
17	O=C(C(c1ccccc1)c1ccccc1)N1CCCc2ccccc21	·	·	9	13	·	·	2	·	-4
18	CCOC(=O)C1=C(C)NC(C)=C(C(=O)OCC)C1/C=C/c1ccccc1	70*	68*	16	-2	0.3	0.3	-5	1	-12
19	CCOC(=O)c1cc2c(=O)n3cccc(C)c3nc2n(C)c1=N	29	-1	·	·	1	0.7	·	1.3	·
20	O=C(NCCC1=CCCCC1)C1CCCN(S(=O)(=O)c2cnc[nH]2)C1 (stereo unspecified)	66*	96*	-17	6	0	0.3	3	1	-1
21	c1ccc(CSc2nnc(-c3c[nH]c4ccccc34)o2)cc1	0	-10	31	13	1.1	1	0	1	0
22	CCOc1ccc(C(C(=O)NC2CCCC2)N(Cc2ccccc2)C(=O)c2nsc(Cl)c2Cl)cc1 (stereo unspecified)	25	8	-10	2	0.9	0.8	9	1.5	-6
23	CN(CC(=O)NCc1ccc(Cl)cc1)S(=O)(=O)c1cccc2nsnc12	20	82*	-15	4	0.2	0.8	-1	1	15
24	C=CCc1c(C)nc(C)nc1N/N=C/c1ccccc1	32	11	-22	7	0.9	0.7	-5	1.5	-6
25	CC(O)c1nc2ccc(Cc3ccc4nc(C(C)O)[nH]c4c3)cc2[nH]1 (stereo unspecified)	-13	1	-2	4	1	1.1	0	1.8	-15
26	CC(O)C1CCC2C3CC[C@H]4CC(O)CCC4(C)C3CC3(OCCO3)C12C (stereo partly specified)	3	12	-10	-2	0.9	1	4	1.4	-10
27	CC(=O)N(C)C1=C(N2CCOCC2)C(=O)c2ccccc2C1=O	-6	-5	9	6	1.1	1.1	-4	0.9	-3
28	O=C1NC2(CCOc3ccccc32)C(=O)N1CC(=O)N(Cc1ccccc1)C1CCS(=O)(=O)C1 (stereo unspecified)	22	16	12	3	0.8	0.8	-1	1.5	-1
29	Cc1ccccc1-n1nnnc1Sc1nnnn1-c1ccccc1	17	88*	17	5	0.1	0.8	-6	0.7	8
30	Cc1nc2c(c(-c3ccccc3)c1C#N)C(=O)c1ccccc1-2	35	29	-21	-3	0.7	0.7	-6	0.7	13

More structures.
cpd	mol	CYP2C9 inh	CYP2C19 inh	PLK1 PBD inh	HIV Rev-RRE inh	CYP2C19 activ	CYP2C9 act	EphB4 ephrin blk	PLAP activator	PLK1 inh
31	C=CCn1c(C)cc(C(=O)CN2C(=O)c3ccccc3C2=O)c1C	-62	3	-14	6	1	1.6	-4	1	5
32	CCC(=O)N1CCc2cc(Br)cc(S(=O)(=O)CCC(=O)NCC3CCCO3)c21 (stereo unspecified)	-26	0	-3	3	1	1.3	1	1	-5
33	COc1ccc(-c2ncc3ccccn23)cc1OC	-7	1	-9	19	1	1.1	-7	1.2	-6
34	COCCN(CCOC)C(=O)C12CCC(C)(C(=O)C1)C2(C)C (stereo unspecified)	42	10	-11	0	0.9	0.6	2	1.2	-3
35	Cc1cc(/C=N\NC(=O)CC(=O)NC2CCCCC2)c(C)n1-c1ccc(Cl)c(Cl)c1	-8	-13	-5	2	1.1	1.1	0	1.1	-9
36	CCOc1ccc(N(CC(=O)NC(C)CC)S(C)(=O)=O)cc1 (stereo unspecified)	30	65*	5	-2	0.4	0.7	1	1.1	-3
37	O=S(=O)(O)c1nc2ccccc2n1CCOc1ccccc1	34	4	24	1	1	0.7	-3	1	-4
38	COCCOC(=O)C1=C(N)Oc2c(oc(CO)cc2=O)C1c1c(F)cccc1Cl (stereo unspecified)	-17	16	-31	2	0.8	1.2	3	0.9	-7
39	COc1ccc(S(=O)(=O)NCCc2cn3cccc(C)c3n2)cc1OC	2	26	8	8	0.7	1	-1	0.9	-9
40	CCOc1ccc2ccccc2c1C(=O)N1CCN(c2ccccc2)CC1	88*	93*	-1	9	0.1	0.1	8	1.5	0
41	COc1ccc(CCNC(=O)C2CC(c3c(Cl)cccc3Cl)=NO2)cc1 (stereo unspecified)	33	48	-7	5	0.5	0.7	-7	0.9	1
42	COc1ccc2nc(NC(=O)C3CCCN(S(=O)(=O)c4cccs4)C3)sc2c1 (stereo unspecified)	47	20	-11	13	0.8	0.5	2	0.9	-10
43	CCOc1ccccc1Nc1nnc(SCc2ccc(C(=O)OC)o2)s1	-74	43	-4	7	0.6	1.7	1	1	-6
44	CCCCN(C(=O)CN1C(=O)C2CC=CCC2C1=O)c1c(N)n(CCC)c(=O)[nH]c1=O (stereo unspecified)	27	-2	10	10	1	0.7	4	1	3
45	COc1ccccc1OCCCn1c(=O)oc2ccc(C)cc21	20	56*	2	6	0.4	0.8	1	0.9	-3
46	CCC(c1nc2ccccc2c(=O)n1-c1cccnc1)N1C(=O)c2ccccc2C1=O (stereo unspecified)	47	3	-14	4	1	0.5	-3	1.3	-15
47	CC(=O)Nc1cccc(Oc2cc(C#N)c(C#N)cc2N2CCOCC2)c1	62*	5	0	5	0.9	0.4	-2	1.4	-15
48	Cc1occc1-c1n[nH]c(=S)n1CC(C)C	·	·	-25	1	·	·	-5	·	-3
49	O=C(O)CCC(=O)Nc1ccc(Br)c(Cl)c1	26	6	42	1	0.9	0.7	-6	1	-1
50	O=C(NC1CCN(S(=O)(=O)c2ccccc2)CC1)C1CCCCC1	·	·	15	6	·	·	-2	·	-14
51	O=C(Nc1cccc(C(F)(F)F)c1)c1cc(-c2cccs2)on1	-147	-6	22	5	1.1	2.5*	-2	0.9	-10
52	CCC(=O)c1cc2c(cc1NC(=O)c1ccc(C)cc1)OCCO2	23	-1	-5	5	1	0.8	-1	0.8	-2
53	CCOC(=O)N1CCN(c2c(NCc3ccc(Cl)cc3)c(=O)c2=O)CC1	64*	41	16	3	0.6	0.4	-2	0.9	-15
54	CCc1ccccc1NC(=O)c1cccc(N2C(=O)C3C4CCC(C4)C3C2=O)c1 (stereo unspecified)	-6	32	-24	8	0.7	1.1	0	1.2	-9
55	O=C(NCc1cccs1)c1ccc(CS(=O)(=O)c2ccc(Cl)cc2)o1	72*	52*	-25	3	0.5	0.3	-5	0.7	-5
56	O=C(NC12CC3CC(CC(C3)C1)C2)N1CCN(C(=O)C2CCCO2)CC1 (stereo unspecified)	-10	-9	-6	4	1.1	1.1	-4	1.2	-1
57	COc1ccccc1NC(=O)CN(c1ccc(C)cc1)S(=O)(=O)c1c(C)n[nH]c1C	96*	70*	-6	17	0.3	0	7	1.9	-7
58	COC(=O)c1ccccc1NC(=O)C12CCC(C)(C(=O)O1)C2(C)C (stereo unspecified)	10	57*	-30	0	0.4	0.9	-2	1.5	-1
59	N=c1ccn(Cc2cccc(Cl)c2)cc1	-4	-6	0	12	1.1	1	4	0.8	-9
60	COCCN(CCOC)C(=O)CC(=O)N(CCOC)CCOC	2	1	-19	5	1	1	3	1	-6

Complete entries, looked up by structure. Screens in order: CYP2C9 inh, CYP2C19 inh, PLK1 PBD inh, HIV Rev-RRE inh, CYP2C19 activ, CYP2C9 act, EphB4 ephrin blk, PLAP activator, PLK1 inh
CCC(c1nc2ccccc2c(=O)n1-c1cccnc1)N1C(=O)c2ccccc2C1=O (stereo unspecified) in the list: 47, 3, -14, 4, 1, 0.5, -3, 1.3, -15
O=S(=O)(O)c1nc2ccccc2n1CCOc1ccccc1 in the list: 34, 4, 24, 1, 1, 0.7, -3, 1, -4
O=C(NC12CC3CC(CC(C3)C1)C2)N1CCN(C(=O)C2CCCO2)CC1 (stereo unspecified) in the list: -10, -9, -6, 4, 1.1, 1.1, -4, 1.2, -1

Continued.
cpd	mol	CYP2C9 inh	CYP2C19 inh	PLK1 PBD inh	HIV Rev-RRE inh	CYP2C19 activ	CYP2C9 act	EphB4 ephrin blk	PLAP activator	PLK1 inh
61	COc1ccc(Nc2nc(NCc3ccco3)nc(N/N=C/c3ccccc3)n2)cc1	61*	-5	19	1	1	0.4	7	1	-7
62	Clc1ccc(-c2nnn(Cc3nc4ccccc4s3)n2)cc1	-26	-5	10	11	1.1	1.3	1	0.9	-1
63	CCc1nc(SCC(=O)N2CCCC2)c2ccccc2n1	-15	3	-26	6	1	1.1	2	1.1	3
64	CCOC(=O)C1CCCN(C(=O)Cc2ccc(OC)c(OC)c2)C1 (stereo unspecified)	39	42	0	7	0.6	0.6	-3	1.5	-10
65	COc1cccc(-c2cc(N)nn2C(=O)Nc2ccc(Cl)cc2)c1	25	-7	0	0	1.1	0.8	1	1.2	-16
66	Cc1nn(CCOc2ccccc2)c(=O)n1-c1c(F)cccc1F	-53	85*	21	5	0.1	1.5	2	1.3	-11
67	O=C(Nc1ccc(NC(=S)NC(=O)c2ccccc2Cl)cc1)c1cccc(Cl)c1	·	·	11	2	·	·	7	·	-7
68	Cc1cc(C)c2cc(CN(Cc3cccnc3)C(=O)c3ccc(F)cc3)c(Cl)nc2c1	46	52*	-4	-1	0.5	0.5	1	1.3	8
69	COc1ccc(C2N=C(c3ccccc3)NC(c3ccccc3)=N2)cc1	·	·	15	8	·	·	3	·	-7
70	CCCNC(=O)C(NS(=O)(=O)c1cccc2nsnc12)c1ccccc1 (stereo unspecified)	34	8	-7	2	0.9	0.7	6	0.8	2
71	O=C(CSc1nc2ccccc2[nH]1)NCc1ccco1	10	20	10	6	0.8	0.9	8	0.9	-3
72	COc1ccccc1CNc1nc2ccccc2n1CCN1CCCCC1	5	4	-1	2	1	1	-1	1.2	-16

Source: PubChem
